uPA generation = cell surface uPA generation inhibition; 0.31% of 330,000 active; Potency, µM (highest dose often 38.3 µM), for the others: top-dose activity change, negative = inhibition, most hits filed as inhibitors; cell surface uPA generation assay, qHTS; active = well fitted inhibition curve with a large enough effect; inconclusive = small, poorly fitted or top-dose-only effect; inactive = no such curve, though single readings can be large or run the other way; tested in mouse RAW 264.7 cells; also: % is scaled to controls: 0 for no effect and ±100 for the full control effect; nearly all actives have a fitted effect of over 55% in size
FLuc counter = counter-screen for miR-21 project: firefly luciferase inhibitors or activators. 6.9% of 360,000 active. AID 588342. purified FLuc, Km substrates, luminescence inhibition. P08659. Potency, µM (series often up to 57.5 µM), inactives show top-dose activity change, negative = inhibition, most hits filed as inhibitors;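 also: plate controls were vehicle for no effect and reference inhibitor for full effect; nearly all actives have a fitted effect of over 55% in size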
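Purified P. pyralis luciferase, 10 nM final, with Km-level 10 uM D-luciferin and 10 uM ATP in 50 mM Tris acetate pH 7.5, 10 mM Mg acetate, 0.01% Tween-20, 0.05% BSA; 6-point qHTS titration about 60 µM downward; luminescence read.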
BRCA1 expr act = activators of BRCA1 expression | Potency, µM (doses to about 46.1 µM), for the others: top-dose activation, most hits filed as activators | 1.1% of 380,000 active | MCF7-BRCA1-FFLuc reporter, luminescence, 48 h; response scale: scaled: vehicle 0%, 10 µM genistein 100% | AID 624202; also: nearly all actives have a fitted effect of over 80% in size; some results filed as inactive show a strong effect at the top dose
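Activators of BRCA1 expression were detected as increased firefly luciferase luminescence in engineered MCF7 cells after 48 h compound incubation. Signals were scaled to genistein 10 microM as full activation.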
MLL CXXC-DNA inh = inhibitors of human MLL CXXC domain-DNA interaction | Q03164 | MLL-CXXC / FITC-HOXA9 DNA fluorescence polarization | Potency, µM (doses to about 115 µM), for inactives: top-dose activity change, negative = inhibition, actives largely listed as inhibitors | 0.037% of 290,000 active; active = well fitted inhibition curve with a large enough effect in the polarisation, with a control signal flat, not every such curve was filed as active; inconclusive = small, poorly fitted or top-dose-only effect, or effect the other way, or a change in a side signal; inactive = no such curve, though single readings can be large or run the other way; the % refers to the polarisation
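Fluorescence polarization: 7 uM MLL-CXXC (stock) preincubated 5 min with compounds, then 50 nM fluorescein-HOX-A9 DNA (stock) added; 30 min ambient. Buffer 50 mM Tris-HCl pH 7.5, 50 mM NaCl, 1 mM DTT, 0.05% BSA.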
MBNL1-CUG inh = inhibitors of human MBNL1 binding to CUG repeat RNA; Q9NR56; TR-FRET MBNL1-His/biotin-(CUG)12 binding, 665/545 ratio; Potency, µM (highest dose often 57.5 µM), without a hit: at the top dose activity change, negative = inhibition, hits mostly inhibitors; 0.036% of 280,000 active; AID 2675; active = well fitted inhibition curve with a large enough effect in the signal ratio, with a control signal flat, not every such curve was filed as active; inconclusive = small, poorly fitted or top-dose-only effect, or effect the other way, or a change in a side signal; inactive = no such curve, though single readings can be large or run the other way; the % refers to the signal ratio; also: % is scaled to controls: 0 for no effect and ±100 for the full control effect
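Compounds (final 92 nM to 58 uM) are added to His-tagged MBNL1 and biotin-(CUG)12, then terbium anti-His antibody and streptavidin-XL665 (5 nM final). After 60 min at room temperature, the 665/545 nm ratio is read.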
RORg inh = inhibitors of mouse ROR gamma transcriptional activity; AID 2551; 5.4% of 310,000 active; P51450; Drosophila S2 Gal4-RORgamma UAS-luciferase reporter, 20 h; Potency, µM (titrated, usually from 53.6 µM), for inactives: top-dose activity change, negative = inhibition, hits mostly inhibitors; also: % is scaled to controls: 0 for no effect and ±100 for the full control effect; nearly all actives have a fitted effect of over 60% in size
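In this cell-based reporter format, copper sulfate (700 uM final) drives Gal4–ROR gamma fusion expression from a metallothionein promoter in Drosophila Schneider cells; compounds preincubated 1 hr, reporter read after 20 hr at ambient temperature.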
p53 reactivator = mutant p53 re-activation in reporter cells | AID 504706 | Potency, µM (top dose mostly 92.2 µM), for inactives: at the highest dose activity change, positive = activation, hits mostly activators | 0.063% of 320,000 active | H1299 p53-A138V BP100-luciferase reporter, luminescence, 24 h; also: % of control where 0% means no effect; nearly all actives have a fitted effect of over 45% in size
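p53-null H1299 cells stably carrying temperature-sensitive p53-A138V and a BP100-luciferase reporter were pinned with compounds (4-point, 1:5 series) and held 24 hrs at 37 deg C. Luminescence was read 10 min after detection reagent.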
Rab9 promoter act = activates the Rab9 promoter; 2.8% of 320,000 active; Huh7 Rab9 promoter-luciferase reporter, luminescence, 24 h; AID 485297; Potency, µM (series often up to 9.22 µM), for inactives: at the top dose activation, negative = inhibition, actives largely listed as activators; also: % of control where 0% means no effect; nearly all actives have a fitted effect of over 60% in size
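Huh7 cells stably carrying a Rab9 promoter-luciferase reporter, 1500 cells per well in OP-MEM I with 10% FBS, treated with compound 24 hours at 37C. Luciferase activity read by luminescence after 10 minutes with Amplite reagent.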
ELG1 genotoxic = induces genotoxicity in HEK293T cells with luciferase-tagged ELG1. HEK293T ELG1-luciferase reporter, luminescence, 16 h. Potency, µM (titrated, usually from 46 µM), for the others: top-dose activity change, positive = activation, hits mostly activators. 1.3% of 330,000 active; also: % of control where 0% means no effect; nearly all actives have a fitted effect of over 60% in size
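Screening used a luciferase reporter fused to human ELG1 in HEK293T cells. Luminescence was read on a CCD plate imager after 16 hr exposure and 30 min ONE-Glo incubation.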
Gal4-VP16 FLuc = Gal4-VP16 reporter inhibition counter-screen. Drosophila S2 Gal4-VP16 UAS-luciferase, luminescence, 20 h. Potency, µM (titrated, usually from 53.6 µM), inactives show top-dose activity, negative = inhibition, most hits filed as inhibitors. 3.5% of 310,000 active. AID 2546;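 also: Gal4-VP16 expression switched on by copper sulfate through the metallothionein promoter; % is scaled to controls: 0 for no effect and ±100 for the full control effect; nearly all actives have a fitted effect of over 50% in size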
NPC1 promoter act = activators of NPC1 promoter; 2.4% of 320,000 active; AID 485313; Huh7 NPC1 promoter luciferase reporter, 24 h; Potency, µM (top dose mostly 9.22 µM), for the others: at the highest dose activation, actives largely listed as activators;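 also: % of control where 0% means no effect; nearly all actives have a fitted effect of over 60% in size; reporter is driven by a mutant NPC1 promoter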
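Quantitative HTS used a cell-based reporter: Huh7 cells stably bearing the NPC1 promoter upstream of luciferase were treated with compounds for 24 h, and promoter activation was read as luminescence.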
The depositor's hits bear a star; u = inconclusive; x = no result given; & = joins results of further samples; [ ] = remark or other dose. Unless noted, calls follow the shape of the dose curve; as a rule, active = well fitted curve in the direction sought with a large enough effect; inconclusive = small, poorly fitted or top-dose-only effect, or another doubt; inactive = no such curve, though single readings can be large; an effect the other way counts as inactive or inconclusive. Potency is read from the fitted curve at half-maximal effect. This is a subset (hit frequency here may not be typical).

smiles	uPA generation	FLuc counter	BRCA1 expr act	MLL CXXC-DNA inh	MBNL1-CUG inh	RORg inh	p53 reactivator	Rab9 promoter act	ELG1 genotoxic	Gal4-VP16 FLuc	NPC1 promoter act
Nn1c(SCC(=O)NC2CCS(=O)(=O)C2)nnc1-c1cccs1 (configuration not stated)	-4%	-2%	-8%	0%	x	4%	0%	-2%	-1%	1%	-5%
COc1ccc(C(=O)CSC2=C(C#N)C3(CCCCC3)C(C#N)=C(N)N2)cc1	x	1%	-23%	7%	-3%	28%	15%	7%	0%	-2%	-1%
CNC(=O)c1cc2ccccc2o1	3%	-3%	-9%	3%	2%	u	13%	-4%	7%	0%	0%
O=C(Nc1ccccc1)C1=C[C@H](c2ccc3c(c2)OCO3)C[C@H](OCCCCO)O1	0%	15µM*	0%	-2%	29%	-45%	8%	30%	17%	-28%	11%
COc1cccc(C(=O)COC(=O)CCC(=O)c2ccccc2)c1	9%	-18%	7%	3%	-4%	-9%	6%	-3%	2%	-7%	-21%
CCOc1cc(C2C(C(=O)N3CCCCC3)=C(C)NC3=C2C(=O)CCC3)cc(Br)c1O (configuration not stated)	x	10%	17%	-2%	-2%	-2%	0%	-3%	-2%	-4%	-4%
COc1ccc(OCC(=O)NNC(=O)c2ccc3c(=O)n4c(nc3c2)CCC4)cc1	-3%	2%	-2%	-1%	-3%	-14%	4%	23%	-1%	-7%	1%
O=C(CN1CCN(C/C=C/c2ccccc2)CC1)NCc1ccc(Cl)cc1	0%	0%	0%	20%	3%	27%	-1%	-5%	-9%	1%	0%
O=C(CCSc1ccccc1)N1CCN(c2ccccc2F)CC1	-7%	11µM*	u	6%	-5%	3%	2%	3.5µM*	u	u	u
Cc1cc(C)n(Cc2ccc(Cl)cc2Cl)c(=O)c1S(=O)(=O)c1ccccc1	9%	2%	-26%	-2%	-4%	29%	17%	-6%	0%	-23%	-3%
CCOc1ccc(NC(=O)CN(C)C(=O)c2cc(S(=O)(=O)N3CCCCC3)ccc2Cl)cc1OCC	5%	2%	-14%	x	x	x	1%	-1%	0%	x	1%
Cc1nc2nc(SCC(=O)c3cccc([N+](=O)[O-])c3)[nH]c2cc1Br	-4%	-24%	-41%	-8%	u	u	u	1%	5%	-10%	-1%
CN(C)c1cccc2c(/C=N/O)ccc(N(C)C)c12	-2%	-2%	0%	3%	15%	-26%	-4%	2%	0%	-7%	-1%
COc1cccc(CNC(=O)CCS(=O)(=O)Cc2ccc(C)cc2)c1	-3%	-2%	13%	26%	0%	-4%	6%	-4%	0%	-7%	-1%
C[C@@H]1C(=O)OC[C@H]1NC(=O)OCc1ccccc1	-3%	3%	0%	x	x	x	14%	-3%	3%	x	-1%
COc1ccc(NC(=S)N(CCc2c(C)[nH]c3ccc(C)cc23)Cc2ccco2)cc1	-2%	0%	-36%	15%	-4%	u	3%	-15%	-4%	-15%	0%
CCc1ccc(NC(=S)N2CCN(c3cccc(C(F)(F)F)c3)CC2)cc1	0%	1%	0%	8%	-6%	13µM*	-4%	-4%	-5%	35µM*	2%
Cc1csc(NC(=S)Nc2cccc(Cl)c2)n1	-5%	4.8µM*	-48%	-8%	x	0.71µM*	u	-9%	u	1µM*	-19%
CN(C(=O)COC(=O)c1cccc(F)c1)c1ccccc1	x	-11%	-1%	4%	2%	-10%	10%	0%	10%	18%	-3%
COc1ccc(OC)c(CN2CCN(C(=O)CNC(=O)c3cc(C)cc(C)c3)CC2)c1	-25%	1%	-15%	x	x	x	-18%	-1%	-1%	x	3%
Cc1cccc2c1nc(-c1ccccc1)n1cnnc21	-5%	3%	-28%	-2%	4%	u	-8%	-4%	2%	-3%	1%
COC(=O)c1c(C)[nH]c(C)c1-c1cccc([N+](=O)[O-])c1	-8%	2%	-17%	0%	24%	19%	3%	0%	-10%	4%	-8%
CCN(CC)S(=O)(=O)c1ccc(N2CCc3cc(OC)c(OC)cc3C2)nc1	-8%	-2%	-16%	-5%	11%	39%	-3%	0%	-5%	-16%	-5%
CC(C)N(Cc1ccccc1)C(=O)CN1C(=O)c2ccccc2C1=O	19%	0%	14%	6%	u	22%	12%	-1%	0%	9%	3%
CCn1cc(S(=O)(=O)N2CCN(c3ccc(Cl)cc3)CC2)cn1	2%	-3%	-4%	3%	-3%	u	8%	4%	-10%	3%	0%
NC(=O)COc1ccc2cc(-c3ccccc3)c(=O)oc2c1	-6%	u	3%	8%	u	-20%	u	14%	u	-3%	29%
Nn1c(SCC(=O)N2CCOCC2)nnc1-c1ccccc1Cl	-25%	-1%	2%	0%	-1%	6%	3%	2%	0%	-18%	0%
COc1ccc(NC(=O)C2CCN(c3nnnn3-c3ccccc3)CC2)cc1	3%	4%	0%	1%	10%	28%	-2%	0%	0%	-5%	1%
COc1cccc(/C=N/n2c(CO)nc3ccccc32)c1OC	x	u	-1%	0%	-4%	3%	-2%	-3%	-5%	8%	6%
Oc1ccccc1N=Nc1ccccc1O	u	u	-59%	-1%	31%[activator]	1.4µM*	u	-14%	u	-24%	-36%[inhibitor]
CC1CCC(NC(=O)CSc2ccc(S(=O)(=O)N(C)C)cn2)CC1 (configuration not stated)	5%	2%	-2%	x	x	x	3%	2%	-2%	x	-2%
CC(=O)Nc1ccc(S(=O)(=O)N(c2cccnc2)S(=O)(=O)c2ccc(NC(C)=O)cc2)cc1	3%	2%	-27%	-8%	4%	u	-9%	2%	-3%	2%	-1%
COc1cc(C2CC(=O)N3CN(Cc4ccco4)CSC3=C2C#N)ccc1OCc1ccccc1 (configuration not stated)	-12%	-19%	-20%	1%	9%	-11%	4%	6%	-5%	8%	0%
O=C(COC(=O)C1CCN(S(=O)(=O)c2cccc3cccnc23)CC1)c1ccc([N+](=O)[O-])cc1	16%	-4%	-13%	1%	u	-8%	-1%	9%	-3%	u	6%
CCCCCC(=O)NN=C1CCN(Cc2ccccc2)CC1	3%	4%	-15%	-1%	8%	-6%	1%	-2%	1%	-4%	-4%
Cc1cc(C(F)(F)F)c(C#N)c(N2CCOCC2)n1	-7%	1%	-1%	2%	3%	3%	-17%	-2%	0%	-6%	-3%
COc1ccc(C(=O)Nc2oc(-c3ccccc3)c(-c3ccccc3)c2C#N)cc1OC	u	-3%	-25%	2%	-5%	100%	-1%	-2%	-5%	-28%	-4%
C/C=C(\C)c1nnc(NC(=O)C(C)C)s1	-7%	2%	13%	-3%	2%	u	0%	2%	u	11%	-1%
O=C(CN1CCCCCC1)N1c2ccccc2Sc2ccccc21	5%	-1%	0%	6%	2%	8%	-2%	-1%	-9%	4%	0%
COc1ccc(S(=O)(=O)N2CCCCC2)cc1NC(=O)c1c(F)cccc1Cl	18%	-2%	-39%	x	x	x	2%	1%	1%	x	3%
Cc1ccc(Cl)cc1NC(=O)COC(=O)C12CC3CC(CC(C3)C1)C2	2%&-1%	u	10%	6%&-7%	u	u	15%	-3%	0%	-2%&-23%	5%
c1nc(NCCN2CCOCC2)c2c3c(sc2n1)CCCCC3	2%	5%	21%	1%	14%	-31%	u	-5%	0%	4%	12%
N#CC1=C(N)Oc2n[nH]c(-c3ccc(F)cc3)c2C1c1ccncc1 (configuration not stated)	2%	3%	-24%	3%	0%	-19%	6%	11%	-3%	14%	9%
COC(=O)CCCC(=O)OC	4%	x	8%	x	x	6%	6%	x	-2%	7%	x
Oc1c(C(Nc2nc3ccccc3s2)c2ccco2)ccc2cccnc12 (configuration not stated)	-6%	15µM*	-73%	-12%	8%	2.5µM*	u	4%	18µM*	5.6µM*	-1%
O=C(NCCCn1ccnc1)c1ccccc1Br	9%	-1%	-1%	0%	-8%	7%	4%	0%	0%	7%	3%
COc1ccccc1C1CCN(C(=O)c2cccs2)CC1	0%	0%	-13%	3%	-7%	-20%	-2%	-6%	-3%	-2%	-3%
Cc1ccc(C(=O)N(CN2CCCC2=O)c2ccc(F)cc2)cc1C	2%	3%	-4%	-1%	7%	7%	-2%	-8%	-5%	15%	-3%
